RGS12 GoLoco inh: inhibitors of human Gai1-RGS12 GoLoco interaction (red fluorophore); 230,000 tested, 0.44% active; Gai1:RGS12 GoLoco peptide FP, rhodamine, 10 min; P63096; Potency, µM (titrated, usually from 61.6 µM), for the others: at the top dose activity, negative = inhibition, usual class: inhibitors; AID 880; active = well fitted inhibition curve with a large enough effect, not every such curve was filed as active; inactive = no such curve, though single readings can be large or run the other way; note: % is set by controls: 0 for no effect and ±100 for the full control effect; nearly all actives have a fitted effect of over 30% in size; many of its hits are not listed in these tables
Target sequence (P63096 whole entry, looked up): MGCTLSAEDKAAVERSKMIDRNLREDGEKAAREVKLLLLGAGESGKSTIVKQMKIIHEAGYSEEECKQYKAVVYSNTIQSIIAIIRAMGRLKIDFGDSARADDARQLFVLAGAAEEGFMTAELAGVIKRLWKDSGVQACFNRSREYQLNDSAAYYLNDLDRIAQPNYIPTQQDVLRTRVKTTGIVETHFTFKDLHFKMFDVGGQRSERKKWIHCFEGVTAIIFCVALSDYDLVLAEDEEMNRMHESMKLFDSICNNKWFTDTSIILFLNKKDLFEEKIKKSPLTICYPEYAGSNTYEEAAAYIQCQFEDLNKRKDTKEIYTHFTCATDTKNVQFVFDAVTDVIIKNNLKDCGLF
JMJD2E inh: inhibitors of human JMJD2E histone demethylase | 230,000 tested, 1.6% active | B2RXH2 | JMJD2E catalytic domain, FDH-coupled NADH fluorescence (FDH is formaldehyde dehydrogenase) | Potency, µM (highest dose often 57.1 µM), inactives show at the top dose activity change, negative = inhibition, actives largely listed as inhibitors; active = well fitted inhibition curve with a large enough effect, not every such curve was filed as active; inconclusive = small, poorly fitted or top-dose-only effect, or another doubt; inactive = no such curve, though single readings can be large or run the other way;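 note: 0% = wells with enzyme and -100% = buffer wells without enzyme; nearly all actives have a fitted effect of over 50% in size; many of its hits are not listed in these tables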
Target sequence (B2RXH2 1-337 limits assumed): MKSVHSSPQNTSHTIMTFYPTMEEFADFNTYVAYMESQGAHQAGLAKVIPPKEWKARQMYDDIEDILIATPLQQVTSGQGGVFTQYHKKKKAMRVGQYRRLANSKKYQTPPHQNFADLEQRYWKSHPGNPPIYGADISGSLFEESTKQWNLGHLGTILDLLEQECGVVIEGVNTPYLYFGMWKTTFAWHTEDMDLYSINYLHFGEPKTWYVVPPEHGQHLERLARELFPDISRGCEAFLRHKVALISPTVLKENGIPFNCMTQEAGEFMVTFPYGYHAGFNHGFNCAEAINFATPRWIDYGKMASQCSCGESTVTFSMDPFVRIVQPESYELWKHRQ
IMPase Li inh: IMPase inhibition in cells with lithium potentiation. 210,000 tested, 0.35% active. Potency, µM (top dose mostly 59.4 µM), without a hit: at the highest dose activity, negative = IMPase inhibition, usual class: inhibitors. CHO-M1 cells, IP1 TR-FRET (IP-One), carbachol + lithium;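 note: IP1 builds up when IMPase is blocked and the TR-FRET signal falls; plate controls were basal vehicle for no effect and high inhibitor control for full effect; nearly all actives have a fitted effect of over 50% in size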
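Readout is a homogeneous TR-FRET IP1 immunoassay (Ex 320, Em 665 and 620), where raised cytosolic IP1 lowers signal. Cells were CHO-M1 treated 30 min at 37C with test compounds plus a little lithium; AC50 values came from Hill-equation fitting.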
KinaseGlo FLuc: blocks Kinase-Glo luciferase, a counter-screen artifact | Q27757 | Kinase-Glo luciferase, ATP luminescence, 8 min | Potency, µM (highest dose often 38.3 µM), inactives show top-dose activity change, negative = inhibition, actives largely listed as inhibitors | 200,000 tested, 0.28% active | AID 1379; note: % is set by controls: 0 for no effect and ±100 for the full control effect; nearly all actives have a fitted effect of over 60% in size
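Inhibition of Kinase-Glo luciferase light generation was assessed at 10 uM ATP in pH 7.2 imidazole buffer, with luminescence measured after eight minutes at ambient temperature.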
RECQ1 inh: inhibitors of human RECQ1 DNA helicase. P46063. RECQ1 DNA unwinding, red fluorescence kinetic read. Potency, µM (top dose mostly 57.3 µM), without a hit: at the highest dose activity, negative = inhibition, hits mostly inhibitors. 240,000 tested, 0.54% active. AID 2549;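 note: plate controls were vehicle for no effect and no enzyme for full effect; nearly all actives have a fitted effect of over 30% in size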
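RECQ1T1 50 nM; forked duplex (20 bp + 30-nt ss tails) 200 nM, ATP 2 mM final; pH 8.0, 2 mM MgCl2, 2.5 ug/ml poly(dI-dC); 15 min compound preincubation; discontinuous kinetic read over 2 h at RT.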
NPSR antag: neuropeptide S receptor (human) antagonism, cAMP | AID 1461 | Potency, µM (series often up to 38.3 µM), for the others: at the highest dose activity change, negative = inhibition, usual class: inhibitors | 220,000 tested, 1% active | CHO-NPSR cells, cAMP TR-FRET, antagonist mode; note: % is set by controls: 0 for no effect and ±100 for the full control effect; nearly all actives have a fitted effect of over 50% in size; many of its hits are not listed in these tables
Target sequence (Q6W5P4 whole entry, looked up): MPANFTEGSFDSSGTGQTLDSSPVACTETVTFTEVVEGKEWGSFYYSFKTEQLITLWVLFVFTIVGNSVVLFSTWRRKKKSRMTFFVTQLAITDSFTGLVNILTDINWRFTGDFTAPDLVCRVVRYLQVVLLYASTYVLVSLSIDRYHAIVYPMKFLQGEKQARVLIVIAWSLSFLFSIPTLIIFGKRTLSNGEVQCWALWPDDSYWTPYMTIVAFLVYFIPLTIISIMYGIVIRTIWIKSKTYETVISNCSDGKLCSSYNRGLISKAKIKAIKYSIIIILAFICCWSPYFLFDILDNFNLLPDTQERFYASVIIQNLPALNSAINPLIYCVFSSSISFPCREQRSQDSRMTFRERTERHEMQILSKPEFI
Epigenetic derep: regulators of epigenetic silencing causing reporter derepression in mouse cells | 280,000 tested, 0.2% active | Potency, µM (titrated, usually from 53.9 µM), inactives show at the highest dose GFP activation, actives largely listed as activators | murine LDR cells, GFP reporter derepression, 30 h | AID 1865; note: % of control where 0% means no effect; nearly all actives have a fitted effect of over 60% in size
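Murine LDR cells carrying a silenced, genomically integrated CMV-driven GFP reporter were exposed to compound for 30 hours at 37 C. After PBS washes, GFP-positive cells (20–120 um objects) were counted by laser-scanning microplate cytometry.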
SMN2 splice up: enhancers of SMN2 splice variant expression. Potency, µM (series often up to 46.1 µM), without a hit: top-dose activity change, positive = activation, usual class: activators. AID 1458. HEK293 SMN2-luciferase splicing reporter, luminescence, 30-36 h. 210,000 tested, 2.8% active; note: % of control where 0% means no effect; nearly all actives have a fitted effect of over 55% in size
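HEK293 cells carry an SMN2 […]–luciferase reporter in which exon 7 inclusion puts luciferase in frame. Cells were plated 10-12 h before compound addition, then incubated 30-36 h at 37C. ONE-Glo luminescence was read; sodium butyrate at 4.5 mM final served as control.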
* marks the source's active call; other numbers are inactive results; i = inactive; ? = inconclusive; · = not tested or not shown; & = joins results of further samples; [ ] = another dose, or the depositor's remark. Unless noted, calls come from the whole dose curve; as a rule, active = well fitted curve in the direction sought with a large enough effect; inconclusive = small, poorly fitted or top-dose-only effect, or another doubt; inactive = no such curve, though single readings can be large; an effect the other way counts as inactive or inconclusive. Potency is the fitted concentration of half-maximal effect. This is a subset; rates above refer to the full screens.

The line under a structure holds: RECQ1 inh, RGS12 GoLoco inh, KinaseGlo FLuc, JMJD2E inh, NPSR antag, IMPase Li inh, SMN2 splice up, Epigenetic derep
- COc1cccc(CNC(=O)Cn2cc3c(n2)CCCCC3)c1
  -6.7%, 5.5%, -3.9%, 10.4%, -7.8%[46.1 µM], 2.6%[38.3 µM], -3.8%, -0.9%
- CN1CCN(C2=Nc3c(Cl)cc(Cl)c4cccc2c34)CC1
  -1.6%, 56.5%[activator], 1.3%, -9.5%, -44.9%, 3.6%, 18.0%, 2.8%
- COc1ccc(Nc2ncc(F)c(N3CCOCC3)n2)cc1
  i, 12.2%, -1.5%, 3.8%, 8.9%, 5.2%, 10µM*, -1.2%
- Cc1c(N2C(=O)C(=O)/C(=C(/O)c3ccc(Cl)cc3)C2c2ccccc2)c(=O)n(-c2ccccc2)n1C (stereo not given)
  -1.0%, -1.6%, -2.6%, -8.0%, 11.5%, ?, 2.2%, -3.2%
- CC(C)(C)NC(=O)CN(Cc1cccs1)C(=O)CNS(=O)(=O)c1ccccc1
  i, 9.3%, -3.2%, -2.9%, -4.1%[46.1 µM], 12.0%[38.3 µM], ?, -0.1%
- O=P(COCCO)(c1ccccc1)c1ccccc1
  i, 5.7%, -6.2%, 6.7%, -4.1%[46.1 µM], -0.1%[38.3 µM], ·, -1.0%
- O=[N+]([O-])c1ccc(Sc2n[nH]c(-c3ccncc3)n2)nc1
  5.9%, 6.2%, -0.5%, -2.5%, 9.9%, 0.0%, -48.6%[inhibitor], -1.2%
- C[C@@]1(C(=O)O)NCCc2cc(O)c(O)cc21
  2.51µM*, -5.3%, -6.5%, ?, ·, 19.7%, ·, 0.7%
- C=CCn1c(SCC(=O)Nc2ccc(-c3nc4ccc(C)cc4s3)cc2)nnc1-c1ccccc1
  ?, 48.0%[activator], -3.0%, ?, ?, ?, 0.794µM*, 8.3%
- C=CCNC(=O)CN1CCC(O)(c2ccc(F)cc2)CC1
  10.2%, 26.3%, -0.1%, 0.9%, -3.7%[46.1 µM], -1.3%[38.3 µM], 0.4%, 1.0%
- Cc1ccc(S(=O)(=O)NCc2ccc(C(=O)NCCN(Cc3ccccc3)C(C)C)cc2)cc1
  -8.8%, 7.4%, 3.1%, -2.1%, -8.6%, 17.6%, -37.5%[inhibitor], -1.5%
- COc1ccc(-c2cn3ccccc3n2)cc1OC
  -7.2%, 10.5%, 11.2µM*, ?, -8.1%[46.1 µM], -11.5%[38.3 µM], 17.8µM*, 0.9%
- CCc1cccc2sc(NC(=O)c3ccc(N4C(=O)CCC4=O)cc3)nc12
  -2.1%, 5.1%, 1.2%, -8.5%, 8.9%, -8.8%, -21.7%, 6.9%
- CC(O)/C=C/c1cccc[n+]1C (stereo not given)
  i, 7.94µM*, -4.3%, 7.94µM*, 11.4%[46.1 µM], -11.3%[38.3 µM], -24.0%, -0.7%
- S=C(Nc1ccc(Oc2ccccc2)cc1)N1CCN(c2ccccn2)CC1
  i, 11.6%, 1.1%, 2.5%, -1.7%, 27.6%, -13.1%, 0.9%
- COC(=O)c1ccc(Oc2c(Cl)cccc2[N+](=O)[O-])cc1
  -1.2%, -2.8%, -2.2%, 1.4%, -5.8%, 3.3%, -16.8%[1.84 µM], -0.9%
- O=C(CCN1C(=O)c2ccccc2S1(=O)=O)Nc1ccccc1
  i, 7.6%, -2.2%, 1.4%, 0.1%, 8.3%, -5.3%, 0.9%
- COCCOC(=O)/C(=C\c1cc(C(C)(C)C)c(O)c(C(C)(C)C)c1)C(C)=O
  -10.6%, -3.5%, ·, 3.9%, 24.8%, ·, ·, 8.0%
- Cc1ccc(C)n1C1CCS(=O)(=O)C1 (stereo not given)
  -3.3%, 4.6%, -8.8%, -21.5%, 1.4%[46.1 µM], -0.9%[38.3 µM], 13.7%, 1.5%
- CCCCNC(=O)c1onc(CSc2ccncc2)c1C(=O)NCCCC
  i, 2.9%, ·, 2.6%, -20.9%, ·, ·, 0.4%
- COc1ccc2c(c1)[nH]c1c(=O)n(/N=C/C3C(C)C=C(C)CC3C)c(=O)[nH]c12 (stereo not given)
  6.5%, 1.6%, 0.9%, ?, -1.7%, 7.8%, -35.1%[inhibitor], -2.4%
- C[C@@H](C(=O)Nc1ccc2ccccc2c1)[C@H]1C[C@]1(C)[C@H](NS(=O)(=O)c1ccc2ccccc2c1)c1ccccc1
  i, 4.5%, 1.4%, ?, ·, -6.7%, -8.3%, -0.9%
- COc1ccc(NC(=O)COc2ccc3oc(=O)cc(C)c3c2)cc1
  -2.1%, 10.3%, ·, ?, 4.3%, ·, ·, 2.4%
- COc1ccc(/C=N/NC(=O)CSCC(=O)Nc2ccccc2)cc1OC
  i, ·, ·, 4.9%, -5.9%[46.1 µM], ·, ·, -2.0%
- O=C(CN1CCCCCC1)Nc1cccc2c1OCO2
  i, -3.3%, 0.9%, -5.8%, -5.1%[46.1 µM], -2.6%[38.3 µM], 0.4%, -1.6%
- COc1ccc(C(=O)Nc2ccc(S(=O)(=O)N3CCCCC3)cc2)cc1OC
  -2.5%, 7.1%, 0.5%, 0.5%, -14.1%[46.1 µM], 31.7%[activator][38.3 µM], 23.5%, -2.1%
- COC(=O)[C@@H](N)CS
  -14.0%, 14.7%&8.6%, 1.2%, ?, 13.0%, 0.7%, -4.4%, -3.0%
- O=C(NCc1nnc(SCC(=O)N2CCc3ccccc32)o1)c1ccco1
  -15.1%, 0.9%, -3.4%, 3.1%, -2.5%, -4.1%, -7.8%, -2.7%
- O=C(Nc1ccn(Cc2ccc(Cl)cc2)n1)c1ccc2c(c1)OCO2
  -2.5%, 6.2%, -2.5%, -2.3%, -13.2%[46.1 µM], 4.1%[38.3 µM], 6.4%, -1.6%
- COc1ccc(S(=O)(=O)N(CC(=O)Nc2ccc(S(=O)(=O)N3CCOCC3)cc2)Cc2ccc(F)cc2)cc1
  -12.2%, -3.2%, -0.2%, 5.0%, -6.5%, 5.0%, -7.8%[1.84 µM], 0.0%
- CC1CCc2c(sc(N)c2C(N)=O)C1 (stereo not given)
  i, 3.9%, -0.2%, ?, -6.3%[46.1 µM], 6.8%[38.3 µM], -24.1%, -4.8%
- C/C(=N\Nc1ccc(F)cc1F)c1ccc(Br)s1
  -4.1%, 6.6%, -0.3%, -2.8%, -11.5%, 6.8%, 3.2%, 2.9%
- CCOc1ccccc1NC(=O)Cn1cnc2c(cnn2-c2ccc(C)c(C)c2)c1=O
  -0.5%, 0.7%, -1.2%, -6.2%, -12.7%[46.1 µM], ?, -22.1%, 9.0%
- CC1=CC(=C2C(=O)c3ccccc3C2=O)C=C(C)O1
  -4.5%, -4.5%, -9.4%, 6.8%, ?, ?, 9.1%, 4.3%
- O=C(NN1S(=O)(=O)c2ccccc2S1(=O)=O)c1ccc(Br)cc1
  -2.0%, 5.1%, 0.9%, -5.9%, 7.0%, 7.7%, 7.9%, ?
- Cc1nc2sc(C(c3cccc(F)c3)N3CCC(O)CC3)c(O)n2n1 (stereo not given)
  i, 10.8%, 1.4%, 2.1%, -19.9%[46.1 µM], -10.2%[38.3 µM], -13.0%, -2.0%
- Cc1cccc(NC(=O)CSc2nnc([C@@H](N)Cc3ccccc3)o2)c1C
  4.6%, 2.1%, 0.2%, -2.1%, 9.4%[46.1 µM], -13.3%[38.3 µM], -18.7%, 1.0%
- C/C(N)=C(/C#N)C(=O)COC(=O)c1cccc2ccccc12
  -10.5%, 6.4%, 0.8%, -1.8%, 8.2%, -1.1%, 25.9%, -0.5%
- O=S1(=O)CCN2C(c3cccc4ccccc34)=CSC2=N1
  -9.8%, 5.4%, 2.7%, 1.9%, 10.2%, 3.7%, -0.2%, 1.1%
- Cc1cc(Oc2ccccc2)nc(NCc2ccccc2)n1
  -0.4%, 2.8%, -8.8%, 0.8%, -14.1%[46.1 µM], 10.3%[38.3 µM], 3.9%, 2.0%
- CNC(=O)CC(C(=O)O)c1ccc(OC(C)C)cc1 (stereo not given)
  -7.5%, 1.6%, 0.1%, 4.1%, 8.3%[46.1 µM], 15.1%[38.3 µM], -9.9%, 0.0%
- COc1cc(C(=O)n2nc(C)cc2C)ccc1O
  -3.9%, -9.6%, -2.4%, 1.0%, -14.9%[46.1 µM], 14.1%[38.3 µM], ?, -1.0%
- COC(=O)CS(=O)(=O)c1ccc2c(c1)CC(=O)N2
  18.9%, 4.9%, 3.1%, -1.3%, -5.9%[46.1 µM], 20.3%[38.3 µM], 12.3%, 0.3%
- N#Cc1cccc(-c2nc(N3CCNCC3)c3ccccc3n2)c1
  -5.1%, 3.6%, -2.5%, 2.7%, ·, -0.1%, -8.9%, 0.5%
- O=C(Nc1ccc(F)cc1)Oc1ccccc1N1CCOCC1
  0.5%, 1.1%, ·, -1.7%, -21.4%, ·, ·, -1.6%
- CC(CCc1ccccc1)NC(=O)C(Cc1ccccc1)NS(=O)(=O)c1cccs1 (stereo not given)
  i, 3.4%, -4.0%, -1.6%, -26.2%[46.1 µM], 15.3%[38.3 µM], 10.3%, -1.0%
- N/C(=N\OC(=O)c1ccc(Cl)cc1Cl)c1cccnc1
  13.8%, -11.8%, -11.6%, 2.9%, 2.2%, 1.7%, ·, 2.5%
- O=C(Nc1ccc([N+](=O)[O-])cc1)Nc1ccc(N2CCOCC2)c2nonc12
  i, 11.0%, ·, ?, -38.3%, 31.2%[activator], ·, -1.3%
- Cc1nnc(SCc2c(Cl)cccc2Cl)n(N)c1=O
  -0.4%, 9.7%, -1.6%, 3.9%, 10.3%, -1.6%, 0.1%, -1.6%
- O=S1(=O)N=C2CCCCCN2C(c2ccncc2)N1 (stereo not given)
  -7.1%, 0.2%, -3.4%, -10.6%, 3.1%[46.1 µM], -6.3%[38.3 µM], 7.6%, 0.0%
- O=C(NCc1ccco1)NC(=O)c1csc([N+](=O)[O-])c1
  -1.5%, 4.2%, ·, 4.1%, 3.5%, ·, ·, 1.1%
- CCOc1cc(C2C(C#N)=C(N)OC(C)=C2C(C)=O)c(Br)c(Br)c1OC(C)C (stereo not given)
  -12.0%, 8.0%, -0.7%, -11.7%, -25.8%[46.1 µM], 8.6%, -12.2%, -1.0%
- CCCCOC(=O)c1sc2nc(C)cc(C)c2c1N
  -10.1%, 3.3%, ·, ?, 4.3%[7.67 µM], ·, ·, 0.0%

Screens deposited in PubChem by National Center for Advancing Translational Sciences (NCATS).
